Source: PubChem
procasp7 counter: procaspase-7 activators, primary screen, counter-screen for procaspase-3 activator project, biochemical, absorbance, HTS, human | Caspase-7 (Homo sapiens), P55210 | recombinant procaspase-7, Ac-DEVD-pNA absorbance 405 nm; D23A/D198A/D206A triple mutant, cannot self-cleave; scale: DMSO 0, 5 µM enzyme 100 | activation, % at 8.5 µM | actives 0.093% (n = 330,000);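 active means percent activation above the screen-wide mean plus 3 SD, cut at about 25% in these data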
Target sequence (P55210 whole entry D23A/D198A/D206A): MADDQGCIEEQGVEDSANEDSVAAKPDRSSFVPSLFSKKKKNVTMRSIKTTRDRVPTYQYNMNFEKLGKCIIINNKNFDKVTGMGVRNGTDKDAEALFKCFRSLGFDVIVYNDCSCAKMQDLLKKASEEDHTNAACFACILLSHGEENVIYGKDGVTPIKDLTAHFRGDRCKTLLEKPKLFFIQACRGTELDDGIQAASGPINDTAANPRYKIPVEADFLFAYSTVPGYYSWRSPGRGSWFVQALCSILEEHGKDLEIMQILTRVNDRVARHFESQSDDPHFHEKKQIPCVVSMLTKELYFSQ
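System: Procaspase-7 triple mutant (PC-7 D3A); measure: % activation from two-timepoint absorbance difference, scaled to controls; times: 1 h compound preincubation, 2 h substrate cleavage, 25 °C; also added: Ac-DEVD-pNA substrate, 400 µM as added; measured by: Epi-absorbance of released pNA at 405 nm, two timepoints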
core dimer inh: inhibitors of HCV core protein dimerization, primary screen, biochemical, TR-FRET, high-throughput; inhibition, % at 5 µM; TR-FRET GST/Flag-core106 dimerization, 1536-well; actives 0.33% (n = 300,000);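 active means inhibition above the mean of all tested compounds plus 3 SD, set per screening campaign, cut at about 45% in these data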
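Test system: GST/Flag-tagged HCV core106 proteins; Medium: KF-containing HEPES buffer, pH 7.45, DTT, CHAPS, BSA; Times: compound-protein-antibody incubation 4 h at 22.5 °C; Detection: TR-FRET 671 and 617 nm emission; Benchmarks: wells lacking GST-core106 and wells with excess unlabelled core106.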
PP5 primary: PP5 phosphatase inhibitors, primary screen, biochemical, fluorescence; Serine/threonine-protein phosphatase 5 (Homo sapiens), P53041; actives 0.18% (n = 320,000); purified PP5c, OMFP substrate fluorescence; inhibition, % at 6.7 µM;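 active means inhibition above the campaign's mean inhibition across all tested compounds plus 3 SD, cut at about 9.5% in these data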;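 further: 0% = DMSO only and 100% = 100 µM cantharidin control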
Fh CTSL1 inh: Fasciola hepatica cathepsin L1 inhibitors, primary screen, counter-screen for PFM18AAP inhibitor project, biochemical, QFRET, fluorogenic peptide substrate. recombinant F. hepatica cathepsin L1, Z-Leu-Arg-MCA fluorescence. inhibition, % at 5.96 µM. actives 0.49% (n = 300,000). AID 1906, 2009;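 active means inhibition above the mean of all tested compounds plus 3 SD, set per screening campaign, cut at about 17% in these data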;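 further: 0% = plate median of test compound wells and 100% = 1 µM Z-Phe-Ala-diazomethylketone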
JMJD2C inh: inhibitors of GASC-1 histone demethylase, primary screen, biochemical, fluorescence, DELFIA europium | Lysine-specific demethylase 4C (Homo sapiens), Q9H3R0 | inhibition, % at 2.35 µM | GST-JMJD2C(1-420) H3K9me3 demethylation | AID 2099, 2009 | actives 0.069% (n = 330,000);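 active means more than half of a compound's replicate wells show inhibition beyond 50%, single wells judged on their own value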;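 further: signal counts dimethyl H3K9 product captured on neutravidin plate; 0% = median of DMSO wells and 100% = 0.3 times that DMSO median; strong numbers were not always called active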
GRK2 aptamer HTS: compounds blocking aptamer binding on GRK2 – biochemical, human GRK2, bead flow cytometry, HTS, primary screen | Beta-adrenergic receptor kinase 1 (Homo sapiens), P25098 | FAM-aptamer displacement from GRK2 | actives 0.59% (n = 330,000) | inhibition of aptamer binding, % at 10 µM;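 active means inhibition of aptamer binding above 40%, roughly 3 SD of noise, on plates passing a quality check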;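 further: median bead fluorescence of bound FAM aptamer so fluorescent compounds give negative values; no value below 0 was filed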
Target sequence (P25098 whole entry, looked up): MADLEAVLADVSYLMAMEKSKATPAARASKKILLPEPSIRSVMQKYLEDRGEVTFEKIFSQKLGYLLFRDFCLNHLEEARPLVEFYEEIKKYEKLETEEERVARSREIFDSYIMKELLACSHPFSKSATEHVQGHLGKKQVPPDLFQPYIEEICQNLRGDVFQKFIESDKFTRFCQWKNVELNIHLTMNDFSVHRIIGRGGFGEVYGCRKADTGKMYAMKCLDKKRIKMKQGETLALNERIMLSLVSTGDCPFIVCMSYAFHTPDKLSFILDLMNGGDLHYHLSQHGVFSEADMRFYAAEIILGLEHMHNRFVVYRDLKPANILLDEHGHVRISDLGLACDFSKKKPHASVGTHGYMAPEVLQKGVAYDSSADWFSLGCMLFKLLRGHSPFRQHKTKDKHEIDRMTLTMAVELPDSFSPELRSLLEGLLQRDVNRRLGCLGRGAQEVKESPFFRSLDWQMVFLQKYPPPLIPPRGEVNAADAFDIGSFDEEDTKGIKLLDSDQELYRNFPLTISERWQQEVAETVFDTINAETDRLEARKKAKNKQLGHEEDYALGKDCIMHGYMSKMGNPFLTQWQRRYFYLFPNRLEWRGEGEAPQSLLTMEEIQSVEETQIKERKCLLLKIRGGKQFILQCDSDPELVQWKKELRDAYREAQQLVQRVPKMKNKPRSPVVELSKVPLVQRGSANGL
PP1 counter: PP1-alpha phosphatase inhibitors, primary screen, counter-screen for PP5 inhibitor project, biochemical, fluorescence, OMFP substrate, single point; AID 2235, 2010; Serine/threonine-protein phosphatase PP1-alpha catalytic subunit (Homo sapiens), P62136; actives 0.9% (n = 320,000); inhibition, % at 6.7 µM; purified PP1alpha;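 active means inhibition above the mean inhibition of all tested compounds plus 3 SD, computed separately for each screening campaign, cut at about 15% in these data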
procasp3 activ: activators of human procaspase-3 D3A mutant, primary screen, biochemical, absorbance, PC-3 D3A mutant, single concentration | activation, % at 8.5 µM | Caspase-3 (Homo sapiens), P42574 | actives 0.11% (n = 330,000) | recombinant procaspase-3 D3A, Ac-DEVD-pNA absorbance 405 nm | AID 463141, 2010;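 active means activation above the mean of all tested compounds plus 3 SD, cut at about 21% in these data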;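 further: 0% = DMSO alone and 100% = DMSO wells spiked with extra 5 µM PC-3 D3A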
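Assay system – Procaspase-3 D3A mutant · Benchmarks – DMSO low control, extra-enzyme high control · Technique – 405 nm absorbance of p-nitroaniline, reads at 0 and 120 min · Doses – 8.5 µM nominal · Measure – % activation between DMSO and enzyme-spiked controls · Also added – Ac-DEVD-pNA chromogenic peptide substrate · Schedule – 1 h compound preincubation, 2 h substrate hydrolysis at 25 °C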
VLA-4 inh: inhibition in human VLA-4 binding assay, primary screen, VLA-4 allosteric modulator project, MLPCN library, flow cytometry, VLA-4 expressing cells. Integrin alpha-4 (Homo sapiens), P13612. ligand binding flow cytometry. inhibition, % (about 7 µM as worked out from the volumes in the protocol). actives 0.2% (n = 330,000); in the data active means inhibition above about 50%
The depositor's hits bear a star; i = inactive; · = not tested or not shown.

A first look, 3 compounds:
SMILES	procasp7 counter	core dimer inh	PP5 primary	Fh CTSL1 inh	JMJD2C inh	GRK2 aptamer HTS	PP1 counter	procasp3 activ	VLA-4 inh
CCOc1ccc(N(CC(=O)Nc2ccccc2C(=O)N2CCCC2)S(C)(=O)=O)cc1	-7	2	4.4	-1	-7	0	4	12	5
CCCCC(=O)N1CCCC(C)C1 (configuration not stated)	12	4	-0.4	0	-6	2	-4	-2	11
O=C(C[n+]1cc(-c2ccc(F)cc2)n2c1CCC2)Nc1nc(-c2ccccc2)cs1	6	-8	0.8	0	-1	0	8	7	1

The list itself, from the first entry:
SMILES	procasp7 counter	core dimer inh	PP5 primary	Fh CTSL1 inh	JMJD2C inh	GRK2 aptamer HTS	PP1 counter	procasp3 activ	VLA-4 inh
CCOc1ccc(N(CC(=O)Nc2ccccc2C(=O)N2CCCC2)S(C)(=O)=O)cc1	-7	2	4.4	-1	-7	0	4	12	5
CCCCC(=O)N1CCCC(C)C1 (configuration not stated)	12	4	-0.4	0	-6	2	-4	-2	11
O=C(C[n+]1cc(-c2ccc(F)cc2)n2c1CCC2)Nc1nc(-c2ccccc2)cs1	6	-8	0.8	0	-1	0	8	7	1
CC(=O)c1ccc(N(CC(=O)NC2CCCC2)C(=O)CNC(=O)c2ccco2)cc1	-5	-7	1.4	-2	-1	0	4	3	2
CCS(=O)(=O)N1CCC(C(=O)NCCCN2CCC(Cc3ccccc3)CC2)CC1	-4	-31	3.4	6	-38	1	0	-2	-8
COc1ccc2oc(=O)cc(CN3CCOCC3)c2c1	3	6	1.7	-1	-41	1	-2	-2	-1
Cc1nc(SCC(=O)CC(=O)OC(C)C)c(C#N)c(C)c1C	-5	1	0.3	3	-9	0	1	-8	4
CCOC(=O)C1(CC)NC(c2ccco2)C2C(=O)N(c3ccc(C)cc3)C(=O)C21 (configuration not stated)	-8	-3	-2.9	-2	-2	0	-1	0	6
O=C(CSc1ccccn1)Nc1cccc([N+](=O)[O-])c1	-9	-4	-2.4	5	-26	0	-3	-9	2
CC1(C)NC(=O)N(CC(=O)O)C1=O	6	-12	0.3	-3	8	0	-5	-6	1
S=c1[nH]nc(-c2cccc(Cl)c2)n1CCN1CCCCC1	-5	-6	1.9	-6	1	0	-2	0	14
CC(C)CCN1C(=O)c2cccc3c(N)ccc(c23)C1=O	-24	-22	-5.0	3	-2	0	-9	-19	i
COc1ccc(CCN(Cc2nc(-c3ccccc3)no2)Cc2nc(-c3ccccc3)no2)cc1OC	12	3	-0.5	-1	-6	6	-3	2	8
Cc1ccc([N+](=O)[O-])cc1S(=O)(=O)Nc1ccc(OCC(=O)N2CCOCC2)cc1	7	-1	1.7	2	6	0	0	0	9
Cc1ccc(C(=O)Nc2cccc(C(F)(F)F)c2)cc1NC(=O)c1c[nH]c2cc(C(F)(F)F)ccc2c1=O	3	·	·	·	14	0	·	8	14
COc1ccc(NC(C)=O)cc1S(=O)(=O)N1CCN(C/C=C/c2ccccc2)CC1	-8	0	1.9	4	-4	0	4	-1	-6
COc1cc(NC(=O)Cn2nc(C(F)(F)F)c(Br)c2C)cc([N+](=O)[O-])c1	16	5	6.1	-2	0	0	4	5	17
CCOC(=O)Cn1nc(C)n(-c2ccccc2)c1=O	-13	7	1.0	-3	12	1	-5	3	-1
CCOc1ccc2nc(NC(=O)c3ccc(S(=O)(=O)N4CCOCC4)cc3)sc2c1	8	7	1.8	6	-8	0	-2	7	2
COc1ccc(OC)c(C(=O)CSc2nnc(-c3cccs3)n2C)c1	9	-2	0.6	-2	-4	3	-3	-1	2
COc1ccc(N2CCN(CC(O)COc3ccc([N+](=O)[O-])cc3)CC2)cc1 (configuration not stated)	1	-10	2.8	-1	8	0	-6	5	5
CC1(C)N=C2C(=[N+]1[O-])CCC/C2=N\O	3	-4	-0.2	4	-4	0	-1	4	9
CC(C)c1onc(C(=O)NCCc2ccccc2)c1[N+](=O)[O-]	6	8	3.7	2	3	2	0	-3	11
CC1(C)CC(=O)C2=C(C1)NC1=C(C(=O)c3ccccc31)C2c1ccc(Cl)cc1 (configuration not stated)	3	-6	2.4	6	-16	0	4	8	15
Cc1cccnc1NC(=O)c1cccc(S(=O)(=O)NCc2ccccc2)c1	-3	-7	0.4	-5	-3	0	-1	8	6
Cn1c(=O)c2c(nc(CN3CCN(CCO)CC3)n2CCc2ccccc2)n(C)c1=O	-5	-9	1.6	-3	23	2	-1	-4	5
COc1cc(C(=O)Nc2cccc(C)c2C)ccc1OCC(=O)N1CCOCC1	-1	·	1.3	·	·	2	-1	3	11
O=S(=O)(c1ccccc1)N1CCN(c2nnc(-c3ccccc3)c3ccccc23)CC1	9	16	-0.6	2	1	1	1	11	-2
CC(=O)N1CCCc2cc(S(=O)(=O)Nc3cccc(C)c3C)ccc21	7	-10	3.1	-2	-9	0	0	11	16
Cc1c(C(=O)N2CCCCC2)c(S(=O)(=O)NCCc2ccccc2)c(C)n1C	7	11	-0.4	-3	-5	1	1	4	24
Cn1cccc1CNC(=O)Nc1ccc(Cl)c(Cl)c1	-5	3	1.0	-2	-17	1	7	6	-11
COc1ccc(CNC(=O)CN(C(=O)CCC(=O)Nc2nccs2)c2ccccc2C)cc1	4	12	0.4	-3	9	0	-2	2	4
CCOc1ccccc1N1CCN(C(=S)NC(=O)C23CC4CC(CC(C4)C2)C3)CC1	9	5	0.7	0	15	2	-5	0	-2
Cn1cc(C(=O)NS(=O)(=O)Nc2ccc(Br)cc2)c2ccccc21	4	-3	2.3	0	-3	2	1	5	0
CCN(CC(=O)NCc1ccc(F)cc1)Cc1nc2cc(Cl)ccc2c(=O)[nH]1	3	1	2.7	0	-3	1	2	11	15
COC(=O)c1cc(C(=O)OCC(=O)NC2CCS(=O)(=O)C2)cc([N+](=O)[O-])c1 (configuration not stated)	5	0	0.8	2	2	0	1	2	1
Cc1cccc(C)c1NC(=O)CN(c1ccccn1)S(=O)(=O)c1ccccc1	-8	0	0.5	11	-20	0	4	-10	-2
Cn1c(SCC(=O)Nc2ccccc2F)nc2c(c1=O)SCC2	-4	-15	3.6	3	-1	1	-2	4	0
Cc1cc(C)n(C(=O)CNC(=O)C2COc3ccccc3O2)n1 (configuration not stated)	-17	-14	-3.0	0	-22	2	0	-3	4
Oc1c(CN2CCCCC2)cc(COCc2ccccc2)c2cccnc12	-5	1	0.9	1	-4	0	-3	-8	11
O=C(OCn1nnc2ccccc2c1=O)C1CCN(S(=O)(=O)c2cccs2)CC1	-4	9	-0.6	-2	8	0	1	10	-8
Cc1cccc(OCc2nnc(SCC(=O)Nc3cccc(C(=O)N4CCOCC4)c3)o2)c1C	2	-2	1.7	-1	34	2	2	1	3
Cc1ccc(-c2[nH]c3cc(C(=O)NCCCn4ccnc4)ccc3c(=O)c2O)cc1	-4	9	1.0	2	-7	0	8	5	36
COc1ccccc1C(=O)Nc1ccc2c3c(cccc13)CC2	-8	5	4.9	0	18	1	0	-2	-6
COc1ccc(CN2C(=O)N(c3ccccc3)C(=O)C2CC(=O)Nc2ccccc2)cc1OC (configuration not stated)	-1	0	0.1	-1	8	0	-2	11	6
S=C(NCCc1ccccc1)NCC(c1ccco1)N1CCCCC1 (configuration not stated)	-2	5	0.6	0	-4	0	-6	-2	2
Cc1cc(NC(=O)c2cccs2)n(-c2ccccc2)n1	8	-3	-0.1	-1	-4	0	-4	2	14
CC1=C(C(=O)N2CCCCC2)C(c2cccs2)NC(=O)N1 (configuration not stated)	1	-6	0.3	-5	-47	3	-2	-3	18
CCOP(=O)(OCC)c1nc(-c2ccc(Cl)cc2Cl)oc1N1CCCCC1	-9	3	1.1	4	-11	0	0	0	9
Cc1cc(NNC(=O)c2cccc(C(F)(F)F)c2)nc2c1c(C)nn2C	-3	-6	1.1	2	7	2	-5	-4	3
Other compounds follow:
SMILES	procasp7 counter	core dimer inh	PP5 primary	Fh CTSL1 inh	JMJD2C inh	GRK2 aptamer HTS	PP1 counter	procasp3 activ	VLA-4 inh
CC(C)(C)C(=O)Nc1cccc(-c2cc(-c3c(Cl)cccc3Cl)no2)c1	-8	8	1.4	-1	-25	0	0	-2	12
COCCn1nnnc1CN1C2CCCC1CC(NC(C)=O)C2 (configuration not stated)	5	-3	1.9	-2	6	0	-4	6	5
COc1cccc(C(=O)NCCS(=O)(=O)N(C)C2CCCCC2)c1	7	1	0.3	-2	-5	0	-2	10	-2
Cc1ccc(OCC(=O)N(Cc2ccco2)C2CCS(=O)(=O)C2)cc1C (configuration not stated)	1	0	-1.5	0	15	0	-6	-6	-1
CCN(CC)c1ccc2c(c1)C(=O)N(C)C2=O	-16	-6	4.2	0	2	0	-1	-6	1
COc1ccc(C2CC(c3ccccc3)=NN2C(=O)COC(=O)c2cccc(N)c2)cc1 (configuration not stated)	7	·	·	·	-10	6	·	2	-3
Cc1ccc(NC(=O)CCNC(=O)c2ccc([N+](=O)[O-])cc2)cc1S(=O)(=O)N1CCOCC1	8	·	1.0	·	0	3	0	1	11
CC(OC(=O)c1cc[n+]([O-])cc1)C(=O)Nc1ccc(Cl)cn1 (configuration not stated)	6	-4	-1.7	-35	0	7	1	10	0
CCc1ccc(C(=O)NC2CCCCC2)s1	2	3	-1.2	-1	3	0	-1	5	8
Cc1ccc2c(c1)N(CC(=O)NC1CCCc3ccccc31)C(=O)CO2 (configuration not stated)	12	-5	1.8	0	-8	0	-3	2	9
O=c1cc(N2CCN(c3ccccc3)CC2)[nH]c(=O)n1Cc1ccc(F)cc1	4	33	-1.3	1	4	0	1	9	-6
CCN1CCN(C(=O)Cn2nc(-c3ccc(Cl)cc3)ccc2=O)CC1	13	-4	-1.8	-2	10	0	0	0	0
Cc1ccc2c(CC(=O)Nc3ccc(N4CCN(C)CC4)cc3C)coc2c1	-4	4	-2.7	-2	-15	0	2	4	2
COCCNC(=S)N1CCN(Cc2ccc3c(c2)OCO3)CC1	7	4	-1.4	3	i	3	-2	2	3
CC(C)(C)c1ccc(C(=O)O)c(C(=O)c2ccc(C(=O)O)cc2)c1	10	0	-0.3	-4	-5	0	2	-2	1
Cc1ccccc1NC(=O)CSc1nnc2ccc(-c3ccccn3)nn12	0	-3	0.1	-4	3	3	0	-3	-5
